PglD inh = C. jejuni PglD acetyltransferase inhibitors, primary screen, biochemical, DTNB colorimetric, single point; actives 0.098% (n = 360,000); purified PglD enzyme, DTNB colorimetric CoA detection; inhibition, % at 12.5 µM; UDP-N-acetylbacillosamine N-acetyltransferase PglD (Campylobacter jejuni); AID 602405, 2012; in the data active = inhibition above about 16%, passing the limit was not always enough; inconclusive = no clear call, values can overlap the other calls; note: strong numbers were not always called active
RAD54 branch = inhibitors of human RAD54 branch migration, primary screen, biochemical, fluorescence, single point. DNA repair and recombination protein RAD54-like (Homo sapiens), Q92698. RAD54 Holliday junction branch migration, FAM/BHQ fluorescence. inhibition, % at 10.4 µM. actives 0.14% (n = 360,000);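 active = mean normalized replicate activity at least 40 and at least half of replicates scoring 40 or more; inconclusive = only one of the two criteria met; inactive = mean below 40 and under half of replicates reaching 40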;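 note: 0% = median of neutral control wells and 100% = median of positive control wells; inhibitors cause a drop in the FAM fluorescence signal; in these data hits start at about 50%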
Target sequence (Q92698 whole entry, looked up): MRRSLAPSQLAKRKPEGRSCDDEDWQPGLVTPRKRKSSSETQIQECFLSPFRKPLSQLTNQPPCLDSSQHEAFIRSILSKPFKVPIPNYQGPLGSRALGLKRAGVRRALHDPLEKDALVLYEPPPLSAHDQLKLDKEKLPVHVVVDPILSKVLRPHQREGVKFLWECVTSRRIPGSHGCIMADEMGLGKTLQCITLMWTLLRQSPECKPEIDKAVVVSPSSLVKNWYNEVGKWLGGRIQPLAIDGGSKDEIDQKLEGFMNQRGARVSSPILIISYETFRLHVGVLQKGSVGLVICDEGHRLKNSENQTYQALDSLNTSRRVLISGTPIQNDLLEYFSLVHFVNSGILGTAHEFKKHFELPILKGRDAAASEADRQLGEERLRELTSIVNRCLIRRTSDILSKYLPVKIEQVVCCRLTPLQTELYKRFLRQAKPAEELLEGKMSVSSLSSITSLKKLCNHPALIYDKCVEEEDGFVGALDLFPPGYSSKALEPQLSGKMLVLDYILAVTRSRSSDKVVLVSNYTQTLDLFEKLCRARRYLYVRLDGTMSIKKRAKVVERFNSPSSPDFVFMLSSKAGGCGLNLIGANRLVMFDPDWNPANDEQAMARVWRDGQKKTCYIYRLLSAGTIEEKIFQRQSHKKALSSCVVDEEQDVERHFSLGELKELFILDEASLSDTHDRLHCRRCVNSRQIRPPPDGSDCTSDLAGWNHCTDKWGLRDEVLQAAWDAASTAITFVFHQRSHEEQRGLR
ERAP1 HTS inh = human ERAP1 aminopeptidase inhibitors, primary screen, biochemical, single point, plate reader; actives 0.15% (n = 340,000); AID 652197, 2013; recombinant ERAP1, Leu-AMC fluorescence, 60 min; inhibition, % at 10.7 µM;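 active = mean replicate inhibition of at least 30%, or all replicates individually reaching that 30% level; inactive = mean below 30% and not every replicate reaching it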;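 note: 0% = neutral control wells and 100% = L-leucinethiol positive control wells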
Cneo AK release = Cryptococcus neoformans cell lysis inducers, primary screen, AK release luminescence, single concentration; C. neoformans lysis, adenylate kinase release luminescence, 4 h; normalised: neutral wells 0, clomiphene wells 100; lysis activity, % at 15 µM; actives 0.2% (n = 360,000);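 active = mean lysis activity across replicates of at least 80%, whatever share of replicates individually reach that level; inactive = mean lysis activity below 80%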
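Assay system: log-phase C. neoformans yeast / Quantity: yeast cell density of 5 × 10^6 cells/mL / Medium: fresh YPD growth medium / Compound: single dose / Timing: static 4 h at 37 °C with compound, 1 h detection / Measured by: adenylate kinase release luminescence / Read-out: lysis from increased AK signal / Benchmarks: Clomiphene as positive lysis control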
RAD52 anneal inh = RAD52 DNA annealing inhibitors, primary screen, biochemical, FRET, single point, set 2; DNA repair protein RAD52 homolog (Homo sapiens), P43351; recombinant RAD52 DNA annealing, FRET fluorescence; inhibition, % at 18.7 µM; actives 0.46% (n = 360,000);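 active = every replicate showing at least 50% inhibition; inconclusive = mean inhibition at least 50% but not in every replicate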
miR122 inh = miR-122 Renilla sensor signal increase in Huh7, primary screen, miR-122 inhibitor project, cell-based, single point, plate reader. Huh7 miR-122 Renilla luciferase sensor, 48 h; neutral wells = 0, positive control = 100. activation (reporter increase), % at 12.5 µM. actives 0.3% (n = 340,000);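 active = mean replicate activation score at least 90 and every replicate individually at or above 90; inconclusive = only one of the two criteria met; inactive = neither criterion met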;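 note: higher luciferase means less miR-122 activity so hits act as miR-122 inhibitors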
PGC1a acetyl inh = inhibitors of PGC1a acetylation signal, primary screen, cell-based, U2OS, AlphaScreen, inhibitor mode; AlphaScreen anti-acetyl-lysine; with virally co-expressed GCN5 acetyltransferase; inhibition, % at 15.6 µM; actives 0.17% (n = 350,000);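 active = every replicate shows inhibition of at least 40%; inconclusive = mean inhibition at least 40% but some replicate below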;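 note: 0% = neutral control wells and 100% = positive control wells; some results beyond the cut were filed as inactive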
E-selectin induc = E-selectin induction in HUVECs, primary screen, imaging, HUVEC, immunofluorescence imaging, single point; normalized: neutral wells 0, TNF-alpha wells 100; actives 0.37% (n = 260,000); activation, % at 7.58 µM; P16581;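 active = mean E-selectin-positive cell signal at least 10% of the positive control, reached in at least 60% of replicates, without over 20% cell loss; inconclusive = no rule given, readout overlaps actives, possibly toxicity-flagged; inactive = the rest, including those meeting only one limit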;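 note: in these data hits start at about 27%; measured in HUVEC primary endothelial cells; signal is the percent of cells scored E-selectin positive by PE staining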
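Test system: HUVEC; input: 3,000 HUVEC/well; measured by: immunofluorescence imaging; read-out: % PE-positive cells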
The depositor's hits bear a star; u = inconclusive; x = no result given; [ ] = dose if it differs, or a comment.

item | smiles | PglD inh | RAD54 branch | ERAP1 HTS inh | Cneo AK release
1 | COc1ccc(C2c3cc(OC)c(OC)cc3CCN2C(=O)c2ccccc2Br)cc1OC (stereo not given) | 6 | -1 | 1 | 0
2 | Cc1oc(-c2ccc(Cl)cc2)nc1CN1CCCC(C(=O)NCc2ccccn2)C1 (stereo not given) | -3 | 2 | x | 1
3 | C[C@H]1CN([C@@H](C)CO)S(=O)(=O)c2ccc(C3=CCCCC3)cc2O[C@@H]1CN(C)Cc1cccc(C(=O)O)c1 | 6 | 8 | 2 | -4
4 | N#C[C@@H]1[C@H](c2ccccc2)[C@@H](CO)N1S(=O)(=O)Cc1ccccc1 | -3 | 0 | -3 | -5
5 | CCOCC(=O)N1CCN(c2ccc(F)cc2)CC1 | 1 | -2 | x | -2
6 | O=C(C1CC1)N1C[C@H]2[C@@H](c3ccccc31)[C@H](CO)N2C(=O)c1ccccc1F | -2 | -9 | -2 | -2
7 | Clc1ccc(OCc2nnc(-c3ccccc3Br)o2)c(Cl)c1 | -1 | -3 | 3 | -4
8 | CCOC(=O)/C(=N\Nc1ncnc2ccccc12)c1ccc(C)cc1 | -3 | -9 | 4 | -2
9 | Cc1cc(C(=O)CN2C(=O)NC3(CCC(C)CC3)C2=O)c(C)n1C (stereo not given) | -2 | -9 | -1 | -1
10 | C[C@@H]1CN([C@@H](C)CO)S(=O)(=O)c2ccc(C#CC3CCCC3)cc2O[C@@H]1CN(C)C(=O)Cc1ccncc1 | 3 | -9 | 1 | -1
11 | CCN1CCc2c(sc(N)c2C#N)C1 | -9 | -13 | x | 3
12 | CCC(=O)N1CC2(C1)[C@H](c1ccc(-c3cccc(OC)c3)cc1)[C@@H](CO)N2C(C)=O | x | x | 0 | x
13 | O=C(C[C@H]1CC[C@@H]2[C@H](COC[C@@H](O)CN2S(=O)(=O)c2cccc(F)c2)O1)NCCCN1CCOCC1 | -2 | 1 | 0 | -1
14 | CCN(CC(=O)Nc1ccc(NC(C)=O)cc1)C(=O)Cc1c(Cl)cccc1Cl | -4 | 6 | 0 | -1
15 | CCOc1cccc(N(C(=O)c2ccco2)C(C(=O)NC2CCCC2)c2cccnc2)c1 (stereo not given) | 4 | -32 | -3 | 2

item | RAD52 anneal inh | miR122 inh | PGC1a acetyl inh | E-selectin induc
1 | 6 | -1 | -2 | 0.2
2 | x | -7 | 0 | -1.9
3 | -4 | 38[16.7 µM] | 3 | 2.9
4 | -10 | x | 5 | 0.0
5 | x | -4 | 2 | x
6 | -13 | -33[16.7 µM] | -7 | 0.1
7 | 12 | -2 | -5 | x
8 | -86 | 2 | 0 | 0.5
9 | -11 | -5 | 4 | -1.5
10 | -2 | -10[16.7 µM] | -21 | -1.0
11 | x | -5 | 9 | x
12 | -15 | x | 1 | -0.2
13 | 2 | 4[16.7 µM] | 2 | 0.0
14 | -6 | 29 | x | -0.2
15 | 1 | 1 | x | x

Retrieved one by one from above:
item | smiles | PglD inh | RAD54 branch | ERAP1 HTS inh | Cneo AK release
5 | CCOCC(=O)N1CCN(c2ccc(F)cc2)CC1 | 1 | -2 | x | -2
4 | N#C[C@@H]1[C@H](c2ccccc2)[C@@H](CO)N1S(=O)(=O)Cc1ccccc1 | -3 | 0 | -3 | -5
13 | O=C(C[C@H]1CC[C@@H]2[C@H](COC[C@@H](O)CN2S(=O)(=O)c2cccc(F)c2)O1)NCCCN1CCOCC1 | -2 | 1 | 0 | -1

item | RAD52 anneal inh | miR122 inh | PGC1a acetyl inh | E-selectin induc
5 | x | -4 | 2 | x
4 | -10 | x | 5 | 0.0
13 | 2 | 4[16.7 µM] | 2 | 0.0

Later entries.
item | smiles | PglD inh | RAD54 branch | ERAP1 HTS inh | Cneo AK release
16 | CCOC(=O)CSC1=C(C#N)C(c2ccc(C)s2)CC(=O)N1 (stereo not given) | -4 | -2 | -1 | 3
17 | COc1ccccc1N1CCN(C(=O)C2CCCO2)CC1 (stereo not given) | 0 | -7 | x | 0
18 | COc1cccc(CNC(=O)Cn2cc([N+](=O)[O-])cn2)c1 | -2 | -8 | -1 | 0
19 | CCN(CC)CCN(C(=O)c1ccc2ncsc2c1)c1nc2cc3c(cc2s1)OCO3 | -1 | u | 8 | -1
20 | C/C(=N\NC(=O)c1c[nH]c2ccccc12)c1ccc(C)o1 | 2 | 58* | x | 0
21 | CO[C@H]1CN(C)C(=O)c2cc(NC(=O)NC3CCCC3)ccc2OC[C@@H](C)N(CC2CC2)C[C@H]1C | x | x | -2 | x
22 | COc1cc2c(cc1OC)CN(C(=O)c1ccc(S(=O)(=O)N3CCCCCC3)cc1)CC2 | -4 | -10 | x | -6
23 | O=C(CCCNS(=O)(=O)c1ccccc1)NCc1ccco1 | 0 | 7 | 3 | 0
24 | CCOC(=O)[C@@H]1[C@H]2COc3ccccc3[C@H]2N2C(=O)N(c3ccc(C)cc3)C(=O)[C@]12C | 2 | 1 | 2 | 0
25 | COC(=O)CCN(c1ccccc1)S(=O)(=O)c1cc(-c2cc(C)no2)ccc1OC | 2 | -5 | -4 | 0
26 | Cc1c(OCC(=O)OC(C)(C)C)ccc2c3c(c(=O)oc12)CCC3 | 2 | -14 | x | 3
27 | O=C(CN1C(=O)NC2(CCCCCC2)C1=O)N1CCN(c2ccc(F)cc2)CC1 | -2 | -7 | 4 | 2
28 | CC(=O)c1cccc(NC(=O)CSc2ccc(-c3ccc4c(c3)OCO4)nn2)c1 | -1 | -15 | 1 | -1
29 | Cc1nnsc1NC(=O)OCCCl | 0 | -7 | x | 2
30 | Cc1ccc(/C=C2\OC(=O)c3ccccc32)cc1 | -4 | -2 | x | -11

item | RAD52 anneal inh | miR122 inh | PGC1a acetyl inh | E-selectin induc
16 | -7 | 28 | -9 | x
17 | x | -8 | 1 | x
18 | -12 | -1 | 7 | x
19 | 9 | -1 | -7 | 2.3
20 | x | 8 | 11 | x
21 | 4 | x | 0 | -0.1
22 | x | -2 | -15 | x
23 | -9 | -11 | x | x
24 | -33 | -1 | 6 | x
25 | -15 | 1 | 1 | 1.8
26 | x | -4 | -17 | x
27 | -11 | 3 | 1 | -1.9
28 | -19 | -2 | -9 | -0.1
29 | x | -5 | -1 | x
30 | x | 8 | 6 | x

Reprinted from the entries so far for reference:
item | smiles | PglD inh | RAD54 branch | ERAP1 HTS inh | Cneo AK release
29 | Cc1nnsc1NC(=O)OCCCl | 0 | -7 | x | 2
30 | Cc1ccc(/C=C2\OC(=O)c3ccccc32)cc1 | -4 | -2 | x | -11

item | RAD52 anneal inh | miR122 inh | PGC1a acetyl inh | E-selectin induc
29 | x | -5 | -1 | x
30 | x | 8 | 6 | x

(list continues)
item | smiles | PglD inh | RAD54 branch | ERAP1 HTS inh | Cneo AK release
31 | CCC1=C(OC(=O)N(CC)CC)N2C(=O)OC(=NCCc3c[nH]c4ccccc34)[C@]2(C)[C@H]2C1=CC[C@H]1C(=O)N(CC(=O)OC)C(=O)[C@H]12 | -2 | 3 | x | -2
32 | CC(C)C(=O)Nc1ccc2c(c1)C(=O)N(C)[C@H]1CC[C@@H](CC(=O)NCc3cccc(F)c3)O[C@H]1CO2 | 1 | -1 | x | -1
33 | Clc1cccc(CNc2ccn3nc(-c4ccccc4Cl)cc3n2)c1 | -1 | -2 | 0 | 0
34 | CC(C)[C@H](CN(N=O)[C@@H](Cc1ccccc1)CN(C)N=O)N(CCc1ccccc1)N=O | 3 | -15 | -2 | 5
35 | N#C/C(=C\c1ccc(OCCN2CCOCC2)cc1)C(=O)Nc1ccccc1 | 0 | -4 | -1 | 0
36 | CC(C)NC(=O)Nc1cccc2c1O[C@@H](CN(C)S(=O)(=O)c1cn(C)cn1)[C@@H](C)CN([C@H](C)CO)C2=O | 0 | 5 | 0 | 3
37 | CC(NS(=O)(=O)c1ccc(Br)cc1)C(=O)NCc1ccc2c(c1)OCO2 (stereo not given) | x | x | 5 | x
38 | COC(=O)c1sc2nc(CSc3ccc(Br)cc3)[nH]c(=O)c2c1C | x | x | -4 | x
39 | COc1ccc(/C=N/NC(=O)c2ccco2)cc1OCc1ccccc1 | x | x | -1 | x
40 | Cc1ccnc2nc(C(=O)OCCOc3cccc(Br)c3)nn12 | -6 | 5 | x | 4
41 | C[C@@H]1CCCCO[C@@H](CN(C)S(=O)(=O)c2ccccc2)[C@H](C)CN([C@H](C)CO)C(=O)c2cc(NS(=O)(=O)c3cccs3)ccc2O1 | -4 | -1 | 0 | -4
42 | O=C(CSc1nnc(CNc2ccc(F)cc2)n1Cc1ccccc1)NCc1ccccc1 | -1 | 10 | x | 0
43 | O=C(C[C@H]1C[C@H]2c3cc(NC(=O)c4cccnc4)ccc3O[C@H]2[C@@H](CO)O1)NCC1CC1 | 0 | -13 | -1 | 47
44 | O=C(N/N=C/C=C/c1ccco1)/C(=C/c1ccccc1)NC(=O)c1ccccc1 | 1 | 3 | -1 | 0
45 | COC(=O)c1ccc(NC(=O)CCNS(=O)(=O)c2cccc3nonc23)cc1 | x | -8 | x | 1

item | RAD52 anneal inh | miR122 inh | PGC1a acetyl inh | E-selectin induc
31 | x | 5 | x | 0.0
32 | x | 53[16.7 µM] | -4 | -0.1
33 | -10 | -1 | -19 | 3.7
34 | -9 | -1 | 13 | 0.1
35 | -12 | -3 | 0 | -0.1
36 | -11 | -5[16.7 µM] | 5 | -0.1
37 | 4 | x | -13 | 11
38 | -70 | -3 | 3 | 2.9
39 | -3 | x | -8 | -1.4
40 | x | 0 | 1 | x
41 | -11 | -15[16.7 µM] | -8 | x
42 | x | -4 | -7 | x
43 | -2 | -3[16.7 µM] | -4 | 0.0
44 | -24 | -2 | 3 | 0.0
45 | x | 4 | -48 | x

Further records
item | smiles | PglD inh | RAD54 branch | ERAP1 HTS inh | Cneo AK release
46 | COc1ccc(OCc2cccc(C(=O)Nn3cc([N+](=O)[O-])cn3)c2)cc1 | 0 | -6 | 1 | x
47 | COc1ccc(Cl)cc1NC(=O)CN(C)C(=O)CN1C(=O)NC(C)(c2ccc3ccccc3c2)C1=O (stereo not given) | 2 | 7 | 6 | 1
48 | COc1ccc2c(c1OC)C(=O)OC2 | 4 | -5 | -2 | 0
49 | C[C@@H]1CN([C@@H](C)CO)C(=O)CCCn2cc(nn2)CO[C@H]1CN(C)Cc1cccc(C(F)(F)F)c1 | -2 | 2 | -4 | -2
50 | CC(=O)Nc1cccc(N(C)C)c1 | -4 | 2 | x | 0
51 | O=C(COC(=O)/C=C/c1ccc(OC(F)F)cc1)NCc1cccs1 | -7 | 8 | -3 | 9
52 | CCOC(=O)C1(C(=O)OCC)NC(=O)CC1CC (stereo not given) | x | x | 1 | x
53 | O=C(NCCc1ccccn1)c1ccc(OC(F)F)cc1 | -3 | 4 | -1 | -1
54 | O=c1[nH]c2ccccc2nc1-c1c[nH]c2ccccc12 | 0 | -1 | 2 | -5

item | RAD52 anneal inh | miR122 inh | PGC1a acetyl inh | E-selectin induc
46 | 2 | 35 | 1 | x
47 | 2 | 4 | -2 | x
48 | -7 | 0 | -7 | x
49 | 0 | 0[16.7 µM] | -2 | 0.0
50 | x | 0 | 2 | x
51 | 11 | -9 | -6 | 0.1
52 | -2 | -9 | 9 | x
53 | -5 | -5 | -2 | 2.5
54 | -29 | 5 | -6 | 0.1
